From PubChem BioAssay
POLB inh = qHTS Assay for Inhibitors of DNA Polymerase Beta | Pol beta primer extension/strand displacement, fluorescence kinetic | P06746 | actives 1.3% (n = 340,000) | AID 485314, 2010 | Potency, µM (titrated, usually from 114 µM), for the others: top-dose activity change, negative = inhibition, actives largely listed as inhibitors; note: potency is the fitted concentration of half-maximal effect; % is set by controls: 0 for no effect and ±100 for the full control effect
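10 nM enzyme + cpd, 15 min RT; start with substrate 50 nM final; read 0 min and after 10 min RT. Corrected, normalized data; 4-parameter Hill curve fit.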
Tb PGK inh = qHTS Assay to Find Inhibitors of Phosphoglycerate Kinase; PGK/GAPDH coupled, Kinase-Glo luminescence, 60 min; Potency, µM (series often up to 57.5 µM), without a hit: top-dose activity change, negative = inhibition, hits mostly inhibitors; actives 0.043% (n = 380,000); note: potency is the fitted concentration of half-maximal effect; % is set by controls: 0 for no effect and ±100 for the full control effect; nearly all actives have a fitted effect of over 60% in size
Target sequence (P07378 whole entry, looked up): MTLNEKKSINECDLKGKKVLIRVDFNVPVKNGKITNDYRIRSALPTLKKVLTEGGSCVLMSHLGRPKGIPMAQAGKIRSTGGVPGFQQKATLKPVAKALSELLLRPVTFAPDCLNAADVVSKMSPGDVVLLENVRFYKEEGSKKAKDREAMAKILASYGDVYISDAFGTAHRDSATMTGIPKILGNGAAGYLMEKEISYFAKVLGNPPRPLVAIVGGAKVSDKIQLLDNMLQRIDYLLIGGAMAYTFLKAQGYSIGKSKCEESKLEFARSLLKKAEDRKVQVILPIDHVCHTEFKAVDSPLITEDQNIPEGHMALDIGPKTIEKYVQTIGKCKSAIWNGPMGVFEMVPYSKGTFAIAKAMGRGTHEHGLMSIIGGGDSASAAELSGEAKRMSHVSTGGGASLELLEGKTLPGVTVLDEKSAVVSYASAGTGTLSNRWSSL
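Recombinant glycosomal PGK reaction used 1,3-bisphosphoglycerate generated in-well by GAPDH (100nM final) in 100mM TEA pH 7.6, 5mM MgCl2, 0.01% Tween-20. After 60 minutes at room temperature, ATP was read by Kinase-Glo Plus luminescence end-point.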
Pol kappa inh = qHTS for Inhibitors of Polymerase Kappa | purified Pol kappa, fluorescent DNA synthesis assay, 10 min | Potency, µM (highest dose often 107 µM), without a hit: at the top dose activity, negative = inhibition, usual class: inhibitors | actives 0.53% (n = 400,000); note: potency is the fitted concentration of half-maximal effect; % is set by controls: 0 for no effect and ±100 for the full control effect
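Enzyme at 10 nM met test compounds for 15 min at room temperature. Substrate addition (50 nM final) began the reaction, which was monitored by fluorescence at 0 and 10 min.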
BLM helicase inh = qHTS Assay for Inhibitors of Bloom's syndrome helicase (BLM). AID 2528, 2010. recombinant BLM DNA unwinding, fluorescence dequenching. Potency, µM (doses to about 56.1 µM), without a hit: at the top dose activity change, negative = inhibition, actives largely listed as inhibitors. RecQ-like DNA helicase BLM (Homo sapiens), P54132. actives 0.2% (n = 350,000);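 note: potency is the fitted concentration of half-maximal effect; plate controls were vehicle for no effect and no enzyme for full effect; nearly all actives have a fitted effect of over 35% in size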
Pol iota inh = qHTS for Inhibitors of Polymerase Iota. DNA polymerase iota (Homo sapiens), Q9UNA4. Pol iota fluorescent replication assay, 10 min. Potency, µM (series often up to 115 µM), inactives show at the highest dose activity, negative = inhibition, most hits filed as inhibitors. actives 1% (n = 390,000); note: potency is the fitted concentration of half-maximal effect
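Fluorescent replication assay read twice, at 0 min and 10 min after adding 50 nM (final) substrate. Enzyme (10 nM) and compounds were first incubated 15 min at room temperature; enzyme-free buffer wells were negative controls.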
Pol eta inh = qHTS for Inhibitors of Polymerase Eta; AID 588591, 2011; Potency, µM (highest dose often 114 µM), inactives show top-dose activity change, negative = inhibition, hits mostly inhibitors; actives 1.2% (n = 390,000); DNA polymerase eta (Homo sapiens), Q9Y253; recombinant Pol eta, fluorescent DNA replication assay; note: potency is the fitted concentration of half-maximal effect; % is set by controls: 0 for no effect and ±100 for the full control effect
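Pol eta at 10 nM preincubated with compounds 15 min at room temperature; reaction started with fluorescent substrate (50 nM final) and read kinetically at 0 and 10 min.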
APEX1 inh = qHTS Assay for Inhibitors of the Human Apurinic/apyrimidinic Endonuclease 1 (APE1); DNA repair nuclease/redox regulator APEX1 (Homo sapiens), P27695; recombinant APE1, TAMRA/BHQ-2 abasic DNA cleavage fluorescence; Potency, µM (series often up to 65.8 µM), inactives show at the top dose activity change, negative = inhibition, usual class: inhibitors; actives 0.35% (n = 350,000); AID 2517, 2012;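 note: potency is the fitted concentration of half-maximal effect; plate controls were vehicle for no effect and reference inhibitor for full effect; nearly all actives have a fitted effect of over 55% in size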
Target sequence (P27695 whole entry, looked up): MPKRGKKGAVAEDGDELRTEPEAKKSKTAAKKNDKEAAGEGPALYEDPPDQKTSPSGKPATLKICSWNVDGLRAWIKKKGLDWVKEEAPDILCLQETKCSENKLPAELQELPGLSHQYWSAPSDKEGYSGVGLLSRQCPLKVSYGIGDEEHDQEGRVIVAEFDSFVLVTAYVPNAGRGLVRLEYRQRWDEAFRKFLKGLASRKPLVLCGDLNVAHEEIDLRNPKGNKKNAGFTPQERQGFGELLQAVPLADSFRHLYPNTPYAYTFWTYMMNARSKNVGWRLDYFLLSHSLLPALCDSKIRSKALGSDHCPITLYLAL
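Step 1: APE1 (0.75 nM) with compound, 15 min RT. Step 2: add 50 nM fluorophore/quencher THF duplex. Step 3: three fluorescence reads 60 s apart (525/598 nm); read 3 minus read 1 = reaction progress.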
Anesthetic bind = qHTS Assay for Identification of Novel General Anesthetics. Ferritin light chain (Equus caballus), P02791. apoferritin/1-aminoanthracene competitive binding, fluorescence. Potency, µM (series often up to 77.5 µM), inactives show at the highest dose activity change, negative = displacement, most hits filed as inhibitors. actives 0.074% (n = 350,000). AID 485281, 2010; note: potency is the fitted concentration of half-maximal effect; % is set by controls: 0 for no effect and ±100 for the full control effect; nearly all actives have a fitted effect of over 20% in size
Target sequence (P02791 2-175 limits assumed): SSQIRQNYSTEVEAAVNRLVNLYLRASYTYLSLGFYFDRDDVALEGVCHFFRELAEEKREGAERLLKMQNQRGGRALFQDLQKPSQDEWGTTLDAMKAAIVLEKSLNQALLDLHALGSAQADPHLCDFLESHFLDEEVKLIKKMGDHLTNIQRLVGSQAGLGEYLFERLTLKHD
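Read-out: endpoint 1-AMA fluorescence, excitation 380 nm and emission 535 nm, after compounds sit 10 min at room temperature with 10 uM horse-spleen apoferritin in 50% saturated 1-AMA/PBS. Values come from four-parameter Hill fits.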
RXFP1 antagonist = qHTS Assay for Antagonists of the Relaxin Receptor RXFP1 | HEK293-RXFP1, relaxin-stimulated cAMP HTRF, 30 min; hits give low values | Relaxin receptor 1 (Homo sapiens), Q9HBX9 | activity change, negative = inhibition, % at 57.5 µM | AID 1259400, 2018 | actives 0.59% (n = 350,000);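 active = activity change of -60% or lower, but not beyond a set lower limit; inconclusive = change between -60% and -40%, or beyond the set limit; inactive = change above -40%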; note: % is set by controls: 0 for no effect and ±100 for the full control effect
* hit, by the source's call; i = inactive; ? = inconclusive; · = not tested or not shown; [ ] = another dose, or the depositor's remark. Unless noted, calls come from the whole dose curve; as a rule, active = well fitted curve in the direction sought with a large enough effect; inconclusive = small, poorly fitted or top-dose-only effect, or another doubt; inactive = no such curve, though single readings can be large; an effect the other way counts as inactive or inconclusive.

canonical_smiles | POLB inh | Tb PGK inh | Pol kappa inh | BLM helicase inh | Pol iota inh | Pol eta inh | APEX1 inh | Anesthetic bind | RXFP1 antagonist
Cc1sc2ncnc(OCC(=O)N3CCN(S(=O)(=O)c4ccc(Cl)cc4)CC3)c2c1C | 14% | -2% | -13% | -2% | 4% | 2% | -3% | 4% | -1
Cc1nc(=O)cc(-c2ccccc2)n1-c1ccccc1 | 21% | -9% | 0% | -1% | 5% | -9% | 1% | -14% | -9
O=C(COC(=O)CCc1ccccc1)NC1CCS(=O)(=O)C1 (stereo not given) | · | 0% | 5% | · | 25% | -1% | 15% | · | -6
CCCCCOc1ccc(CSCCNC(=S)Nc2ccccc2)cc1 | 24% | -5% | 0% | -9% | 25% | -12% | -3% | 63%[activator] | -4
Cc1cc2oc(=O)c(CC(=O)O)c(C)c2c2occ(-c3ccccc3)c12 | 4% | -16% | -16% | 2% | -12% | 10% | · | 5% | -26
CCCC(=O)Nc1nnc(SCc2cc(=O)c3cc(C)ccc3[nH]2)s1 | -12% | -16% | -8%[60.1 µM] | -3% | ? | 15% | · | -8% | 8
COc1cc2c(cc1OC)C(C(=O)Nc1cc(OC)c(OC)c(OC)c1)C(c1cccnc1)N(C)C2=O (stereo not given) | -2% | 5% | 3% | -3% | -13% | -7% | 2% | -8% | 9
COc1ccc(N(CC(=O)N/N=C/c2ccc(F)cc2)S(=O)(=O)c2ccccc2)cc1 | ? | 0% | 0% | -15% | -10% | -15% | -7% | -1% | -13
O=C(NCCc1ccccc1)c1ccc(CS(=O)(=O)Cc2ccccc2Cl)o1 | -1% | -2% | -11%[60.1 µM] | -5% | -15% | -3% | · | -5% | -5
CN(C(=O)c1ccc(NC(=O)Cc2ccc([N+](=O)[O-])cc2)cc1)C1CC1 | · | -2% | 8% | · | 14% | 6% | 6% | · | ·
Cc1cc(NC(=O)CCN2CCN(C/C=C/c3ccccc3)CC2)ccc1Br | 2% | -10% | -7% | -1% | 94%[activator] | -17% | 13% | -17% | ?
C=CC[C@@H](CC(=O)N(CCO)Cc1ccccc1)C(=O)N[C@@H](COC(=O)[C@@H](CC=C)Cc1ccc(F)cc1)Cc1c[nH]c2ccccc12 | · | i | -4% | · | 2% | -20% | -19% | · | ·
COC(=O)c1sccc1NC(=O)Nc1cccc(F)c1 | 6% | -22% | -1% | -6% | 32%[activator] | -9% | 0% | -2% | -2
CC1CC2(C)CC(C)C1(COC(=O)Nc1ccccc1)CO2 (stereo not given) | 0% | -7% | -8% | 1% | 107%[activator] | -18% | -2% | -23% | -6
CNc1nc2cccnc2s1 | -23% | i | -4% | -1% | 3% | 6% | -2% | 3% | 4
CC(Sc1nnnn1C)C(=O)Nc1ccc(Oc2ccccc2)cc1 (stereo not given) | 14% | -5% | -22% | 3% | 7% | 1% | 0% | 3% | 9
C=CCn1c(SCC(=O)N2CCc3ccccc3C2)nc2sc(CC)cc2c1=O | 11% | -9% | -10% | -8% | 26% | -12% | 0% | -4% | 2
O=c1c2sccc2[nH]c(=S)n1-c1ccccc1 | -11% | 4% | -17% | -5% | 18% | 3% | -1% | 3% | -13
Cc1ccc(C(=O)N2CCN(c3ccc(NC(=O)c4ccc5c(c4)OCCO5)cc3)CC2)cc1 | 7% | -8% | 0% | -4% | -7% | -17% | 21% | -12% | 3
COc1ccccc1-c1c(C)nn2c(N)c(-c3ccc(Cl)cc3)cnc12 | 0% | -1% | 1% | 1% | 139%[activator] | -24% | 7% | 2% | -7
COCCCN(C(=O)CC1OC(=O)c2ccccc21)c1c(N)n(Cc2ccccc2)c(=O)[nH]c1=O (stereo not given) | 33% | i | -3% | -3% | 10% | -21% | 5% | -7% | -11
COc1ccc(CC(=O)N/N=C/c2ccc(C)s2)cc1 | · | -2% | 3% | · | -14%[58.9 µM] | -17% | · | · | -2
O=C(COC(=O)CCC(=O)c1cccs1)NCc1cccs1 | 16% | 1% | 6% | -1% | 31%[activator] | -13% | 2% | -8% | 1
O=C(Oc1cccc(/C=N/NC(=O)c2ccccn2)c1)c1ccc([N+](=O)[O-])cc1 | -2% | -8% | -1% | -19% | 13% | -13% | 5% | -15% | -12
COc1ccc(N2C(=O)CSC23C(=O)N(CC(=O)NCCc2ccccc2)c2ccccc23)cc1 (stereo not given) | -11% | -2% | -6% | 0% | 12% | -23% | · | ? | ·
CCN(CC)P1(=O)OC(c2cc(OC)c(OC)c(OC)c2)=Nc2c1c(C)nn2-c1ccccc1 (stereo not given) | 21% | · | -2% | 0% | 12% | -7% | -17% | -16% | 17
CC(C)(O)C#Cc1ccc(C(=O)N2CCN(c3ccc([N+](=O)[O-])cc3)CC2)cc1 | 11% | 1% | -18% | 1% | 22% | -26% | -3% | ? | 2
CC(C)NC(=S)N1CCCN(c2ncccc2[N+](=O)[O-])CC1 | 8% | i | 7% | -4% | 23% | -16% | 17% | -13% | -4
c1coc(CNc2nc3ccccc3s2)c1 | 1% | i | -6% | -3% | 48%[activator] | -16% | -10% | -19% | -15
COc1ccc(C(=O)Nc2c(C(=O)c3ccc(F)cc3)oc3ccccc23)cc1 | 8% | i | 6% | -1% | 11% | -16% | · | 0% | ·
CCOc1ccccc1C(=O)Nc1ccsc1C(=O)OC | -1% | -1% | -7% | -8% | -13% | -24% | 0% | -10% | -7
CC(=O)N/C(=C\c1ccccc1)C(=O)OCc1ccc(C)cc1 | 2% | -5% | 9% | -3% | -8% | -17% | 0% | -17% | -5

Reprinted from the entries so far (9 entries):
canonical_smiles | POLB inh | Tb PGK inh | Pol kappa inh | BLM helicase inh | Pol iota inh | Pol eta inh | APEX1 inh | Anesthetic bind | RXFP1 antagonist
COCCCN(C(=O)CC1OC(=O)c2ccccc21)c1c(N)n(Cc2ccccc2)c(=O)[nH]c1=O (stereo not given) | 33% | i | -3% | -3% | 10% | -21% | 5% | -7% | -11
COc1ccc(CC(=O)N/N=C/c2ccc(C)s2)cc1 | · | -2% | 3% | · | -14%[58.9 µM] | -17% | · | · | -2
O=C(COC(=O)CCC(=O)c1cccs1)NCc1cccs1 | 16% | 1% | 6% | -1% | 31%[activator] | -13% | 2% | -8% | 1
O=C(Oc1cccc(/C=N/NC(=O)c2ccccn2)c1)c1ccc([N+](=O)[O-])cc1 | -2% | -8% | -1% | -19% | 13% | -13% | 5% | -15% | -12
COc1ccc(N2C(=O)CSC23C(=O)N(CC(=O)NCCc2ccccc2)c2ccccc23)cc1 (stereo not given) | -11% | -2% | -6% | 0% | 12% | -23% | · | ? | ·
CCN(CC)P1(=O)OC(c2cc(OC)c(OC)c(OC)c2)=Nc2c1c(C)nn2-c1ccccc1 (stereo not given) | 21% | · | -2% | 0% | 12% | -7% | -17% | -16% | 17
CC(C)(O)C#Cc1ccc(C(=O)N2CCN(c3ccc([N+](=O)[O-])cc3)CC2)cc1 | 11% | 1% | -18% | 1% | 22% | -26% | -3% | ? | 2
CC(C)NC(=S)N1CCCN(c2ncccc2[N+](=O)[O-])CC1 | 8% | i | 7% | -4% | 23% | -16% | 17% | -13% | -4
c1coc(CNc2nc3ccccc3s2)c1 | 1% | i | -6% | -3% | 48%[activator] | -16% | -10% | -19% | -15

Additional entries.
canonical_smiles | POLB inh | Tb PGK inh | Pol kappa inh | BLM helicase inh | Pol iota inh | Pol eta inh | APEX1 inh | Anesthetic bind | RXFP1 antagonist
C=CCn1c(C)cc(C(=O)CSc2nnc(NC(C)C)s2)c1C | 9% | -2% | 9% | 0% | -12% | -8% | -6% | ? | -13
CCCc1ccc(C(=O)COC(=O)CN2C(=O)NC3(CCCCC3C)C2=O)cc1 (stereo not given) | · | 0% | -12% | · | 0% | -4% | -1% | · | 6
CCOc1ccc(-c2nc(SCC(=O)c3ccccc3)n[nH]2)cc1 | 2% | -2% | -10% | -5% | -12% | -9% | · | ? | -13
N#Cc1ccc(OCc2nnc3n2CCCCC3)cc1 | 3% | 1% | -11% | 1% | 2% | 0% | 2% | 1% | 6
CCOc1ccc2nc(Cl)c(CN(C(=O)c3cnccn3)C3CCCC3)cc2c1 | 5% | -10% | -6% | -3% | 53%[activator] | -13% | -5% | -6% | -33
COc1ccc2sc(NC(C)=O)nc2c1 | 4% | 9% | -12% | 3% | 8% | 0% | 22% | -5% | 3
S=C(NCC1(c2ccccc2)CCCC1)Nc1ccccc1 | 9% | -2% | -3% | -6% | 10% | -13% | 9% | -1% | -4
COCCOc1nc2ccccc2nc1C | -11% | 5% | -5% | -6% | 11% | 5% | -1% | -12% | 2
CCN(c1ccccc1)S(=O)(=O)c1ccc(C(=O)Nc2ccncc2)cc1 | · | -12% | -6% | · | 6% | -12% | -4% | · | -6
O=C(CSc1cccc(C(F)(F)F)c1)NC(=O)NCc1ccco1 | ? | -14% | ? | -19% | ? | -25% | ? | ? | 4
O=C(Nc1ccc(NC(=O)c2ccccc2Cl)nc1)c1ccncc1 | 35% | · | -5% | -8% | 8% | -4% | 13% | -6% | -1
COC(=O)c1cc(S(=O)(=O)NCC2CCN(CCc3ccc(OC)cc3)CC2)c[nH]1 | -15% | i | -1% | 4% | 4% | -4% | 5% | -6% | 3

These rows are one share of the data; count on the stated rates, not on these rows.
